GoLoco inh red = blocks human Gai1 binding to RGS12 GoLoco peptide, red readout. actives 0.44% (n = 230,000). Potency, µM (titrated, usually from 61.6 µM), without a hit: at the top dose activity, negative = inhibition, actives largely listed as inhibitors. AID 880. Gai1:RGS12 GoLoco peptide FP, rhodamine, 10 min. P63096; active = well fitted inhibition curve with a large enough effect, not every such curve was filed as active; inactive = no such curve, though single readings can be large or run the other way; note: % is set by controls: 0 for no effect and ±100 for the full control effect; nearly all actives have a fitted effect of over 30% in size; many of its hits are not listed in these tables
Target sequence (P63096 whole entry, looked up): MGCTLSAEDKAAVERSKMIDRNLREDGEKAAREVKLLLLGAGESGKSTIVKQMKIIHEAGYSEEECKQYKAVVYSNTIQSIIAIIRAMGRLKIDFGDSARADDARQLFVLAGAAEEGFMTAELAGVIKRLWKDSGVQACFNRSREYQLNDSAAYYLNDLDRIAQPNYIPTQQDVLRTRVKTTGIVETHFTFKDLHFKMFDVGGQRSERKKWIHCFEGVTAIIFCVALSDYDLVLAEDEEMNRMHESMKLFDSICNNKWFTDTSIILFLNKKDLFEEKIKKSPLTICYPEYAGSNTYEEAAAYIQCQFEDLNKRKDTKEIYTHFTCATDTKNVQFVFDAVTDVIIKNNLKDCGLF
aGal spleen mod = alpha-galactosidase A (human) modulation; Potency, µM (doses to about 80 µM), inactives show at the top dose activity change, negative = inhibition, most hits filed as inhibitors; actives 0.008% (n = 240,000); P06280; human spleen homogenate, 4MU-alpha-Gal fluorescence, 40 min;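 note: 0% = enzyme with vehicle and -100% = no enzyme basal signal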
Target sequence (P06280 32-429 limits assumed): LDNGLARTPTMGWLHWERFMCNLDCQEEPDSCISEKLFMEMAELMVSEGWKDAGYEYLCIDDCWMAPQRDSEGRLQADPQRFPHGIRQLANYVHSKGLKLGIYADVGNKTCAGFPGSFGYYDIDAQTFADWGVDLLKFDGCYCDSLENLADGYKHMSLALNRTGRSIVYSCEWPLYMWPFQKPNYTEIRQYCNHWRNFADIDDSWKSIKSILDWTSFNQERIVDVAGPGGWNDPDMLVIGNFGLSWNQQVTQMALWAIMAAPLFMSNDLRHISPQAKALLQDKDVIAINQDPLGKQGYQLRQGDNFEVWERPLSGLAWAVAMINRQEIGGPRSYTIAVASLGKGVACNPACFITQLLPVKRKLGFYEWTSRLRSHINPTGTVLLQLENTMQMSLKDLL
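Fluorogenic readout (Ex 365/Em 440 nm) of 4-methylumbelliferone released from 1 mM 4-MU-alpha-galactoside by spleen homogenate, 40 min at 37C, pH 5.0. Data normalized to no-enzyme and enzyme controls; Hill-equation AC50 from compound titrations.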
GAA spleen mod = lysosomal alpha-glucosidase (human) modulation; human spleen homogenate, 4-MU-alpha-glucoside fluorescence; Potency, µM (series often up to 79.9 µM), for inactives: at the top dose activity change, negative = inhibition, hits mostly inhibitors; actives 0.006% (n = 240,000);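 note: 0% = enzyme with vehicle and -100% = no enzyme basal signal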
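Enzyme source: human spleen homogenate, 1 ug/well. Buffer 50 mM citric acid/K phosphate pH 5.0, 0.01% Tween-20. 4-MU-alpha-glucoside 1 mM; 37 C x 40 min; NaOH/glycine stop; fluorescence.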
GAA glycogen = GAA glycogen-cleavage inhibition or activation; actives 0.38% (n = 300,000); P10253; recombinant GAA, glycogen substrate, Amplex Red glucose oxidase fluorescence; Potency, µM (top dose mostly 76.4 µM), for the others: top-dose activity change, negative = inhibition, hits mostly inhibitors;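 note: 0% = full enzyme reaction and -100% = no-enzyme basal signal; the screen sought inhibitors and activators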
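Natural-substrate format: glycogen cleavage by 4 nM human enzyme, glucose read by Amplex Red coupling (Ex 573, Em 610 nm). Normalized to enzyme and no-enzyme controls.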
KDM4E inh = inhibitors of human JMJD2E histone demethylase; actives 1.6% (n = 230,000); B2RXH2; JMJD2E catalytic domain, FDH-coupled NADH fluorescence (FDH is formaldehyde dehydrogenase); Potency, µM (highest dose often 57.1 µM), for inactives: at the highest dose activity change, negative = inhibition, actives largely listed as inhibitors; active = well fitted inhibition curve with a large enough effect, not every such curve was filed as active; inconclusive = small, poorly fitted or top-dose-only effect, or another doubt; inactive = no such curve, though single readings can be large or run the other way;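 note: 0% = wells with enzyme and -100% = buffer wells without enzyme; nearly all actives have a fitted effect of over 50% in size; many of its hits are not listed in these tables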
Target sequence (B2RXH2 1-337 limits assumed): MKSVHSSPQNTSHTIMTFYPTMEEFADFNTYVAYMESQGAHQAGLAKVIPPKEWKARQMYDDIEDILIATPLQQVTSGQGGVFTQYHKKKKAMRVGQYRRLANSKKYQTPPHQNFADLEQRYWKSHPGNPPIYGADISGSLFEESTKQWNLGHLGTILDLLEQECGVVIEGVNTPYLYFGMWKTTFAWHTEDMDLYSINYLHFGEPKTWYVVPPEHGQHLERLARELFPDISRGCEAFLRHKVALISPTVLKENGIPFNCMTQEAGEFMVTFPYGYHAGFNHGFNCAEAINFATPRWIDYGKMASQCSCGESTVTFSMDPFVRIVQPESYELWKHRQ
SMN2 splice up = increases expression of the SMN2 splice variant | HEK293 SMN2-luciferase splicing reporter, luminescence, 30-36 h | Potency, µM (titrated, usually from 46.1 µM), for inactives: top-dose activity change, positive = activation, most hits filed as activators | actives 2.8% (n = 210,000); note: % of control where 0% means no effect; nearly all actives have a fitted effect of over 55% in size
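HEK293 cells carry an SMN2 minigene-luciferase reporter in which exon 7 inclusion puts luciferase in frame. Cells were seeded at 2000 cells/well, attached for 10-12 hours, then exposed to compounds for 30-36 hours at 37C before ONE-Glo luminescence.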
GAA inhib = blocks human lysosomal alpha-glucosidase; P10253; actives 0.005% (n = 200,000); Potency, µM (titrated, usually from 76.9 µM), for inactives: top-dose activity change, negative = inhibition, hits mostly inhibitors; purified human GAA, 4-MU-alpha-glucoside fluorescence;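 note: plate controls were uninhibited enzyme wells for no effect and no-enzyme background for full effect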
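Endpoint fluorogenic read: 20 min room-temperature reaction of 4 nM human alpha-glucosidase with 400 uM 4-methylumbelliferyl-alpha-D-pyranoside, pH 5.0, quenched with 1M NaOH/1M glycine pH 10. AC50 from Hill modeling.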
ALDH1A1 block = blocks purified human ALDH1A1 activity | P00352 | Potency, µM (highest dose often 75.3 µM), for the others: at the top dose activity, negative = inhibition, actives largely listed as inhibitors | Purified ALDH1A1, NADH fluorescence, propionaldehyde substrate | actives 7.3% (n = 220,000); active = well fitted inhibition curve with a large enough effect, not every such curve was filed as active; inconclusive = small, poorly fitted or top-dose-only effect, or another doubt; inactive = no such curve, though single readings can be large or run the other way;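 note: plate controls were no enzyme wells and a reference inhibitor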
An asterisk follows results filed as active; u = inconclusive; x = no result given; [ ] = dose if it differs, or a comment. Unless noted, calls come from the whole dose curve; as a rule, active = well fitted curve in the direction sought with a large enough effect; inconclusive = small, poorly fitted or top-dose-only effect, or another doubt; inactive = no such curve, though single readings can be large; an effect the other way counts as inactive or inconclusive. Potency is the fitted concentration of half-maximal effect.

Value order: GoLoco inh red	aGal spleen mod	GAA spleen mod	GAA glycogen	KDM4E inh	SMN2 splice up	GAA inhib	ALDH1A1 block
CC(NC(=O)Cn1nc(C(F)(F)F)c2c1CCC2)c1ccccc1 (stereo not given)
 : -1%	-15%	2%	8%	-3%	14%	-3%	-14%
CNC(=O)c1cccc(N2CCCC2=O)c1
 : -2%	4%	-7%	2%	3%	16%	2%	3%
Fc1cc(F)c(F)c(SCCc2ccncc2)c1F
 : 13%	5%	3%	0%	u	-12%	2%	7.9µM*
Cn1c(=O)c2c(ncn2CC(=O)OCc2ccccc2)n(C)c1=O
 : 4%	0%	6%	-2%	4%	-11%	3%	7%
Cc1[nH]c2ccccc2c1C(O)CN1CCN(c2cccc(C(F)(F)F)c2)CC1 (stereo not given)
 : x	28µM*	-6%	-17%	u	x	u	u
O=C(CSc1nc2ccccc2c(=O)[nH]1)Nc1ccccc1N1CCOCC1
 : -9%	6%	8%	-9%	5%	x	-2%	0%
CCn1nnc(-c2ccccc2NC(=O)c2cc(OC)cc(OC)c2)n1
 : 5%	1%	2%	-6%	-14%	-14%	-7%	0%
C=CCN(CC=C)C(=O)CCc1nnc(CCc2c[nH]c3ccccc23)o1
 : 2%	9%	10%	6%	21%	16%	4%	5%
CCOc1ccccc1CNCCO
 : 2%	-2%	0%	1%	2%	-20%	-4%	u
COc1cc(NC(=O)C2CCCO2)c(C(=O)O)cc1OC (stereo not given)
 : -7%	-14%	-9%	6%	-18%	1%	0%	10%
O=C(Cc1c(F)cccc1Cl)Nc1ccc(-n2cnnn2)cc1
 : -17%	1%	-7%	1%	-9%	-14%	4%	-6%
O=C1CN(C(=O)COc2ccccc2)CCN1
 : 5%	3%	-2%	2%	-9%	21%	-4%	-2%
O=C(COC(=O)Cc1ccc(Cl)cc1Cl)NCCC1=CCCCC1
 : -4%	-3%	-3%	-3%	-8%	-20%	3%	u
O=C(Nc1cccc(C(F)(F)F)c1)C(Sc1cccc[n+]1[O-])c1ccccc1 (stereo not given)
 : 4%	6%	-1%	2%	-4%	-4%	-3%	-4%
CC/C(C)=N/Nc1cccc([N+](=O)[O-])c1
 : -8%	-3%	-7%	-8%	-2%	-25%	-2%	0%
O=C(NC1CCN(Cc2ccccc2)CC1)C1CCN(c2nnc(-n3cccc3)s2)CC1
 : -1%	-6%	-4%	2%	3%	-42%[inhibitor]	-5%	12%
O=[N+]([O-])c1cccc(S(=O)(=O)NCC2CCCO2)c1 (stereo not given)
 : -7%	6%	-4%	-1%	9%	-7%	-5%	1%
CCOC(=O)C(C(=O)NCC1CCCO1)C1CCCCC1 (stereo not given)
 : 9%	4%	2%	3%	10%	-7%	-3%	15%
COC(=O)c1cc2sccc2n1CC(=O)N(C)c1ccccc1
 : 4%	5%	5%	-9%	0%	16%	-8%	u
COc1ccccc1NC(=O)c1ccc(COc2ccccc2OC)o1
 : 5%	-5%	4%	2%	1%	4%	-8%	-8%
Cc1cccc(CC2S/C(=N/c3cccc(C)n3)NC2=O)c1 (stereo not given)
 : 4%	2%	6%	0%	-2%	x	x	x
CCOC(=O)CON1C(=O)C(=O)N(OCC(=O)OCC)C2CCCCC21 (stereo not given)
 : 10%	-7%	-18%	16%	-30%	x	2%	8%
COc1ccccc1OCCC(=O)OCC(=O)c1[nH]c(C)c(C(C)=O)c1C
 : 8%	0%	6%	-16%	-6%	2%	-5%	25µM*
CCOc1cc(/C=C/C(=O)Nc2ccc(C(=O)NCCN(CC)CC)cc2)ccc1OCC(C)C
 : 11%	5%	-2%	2%	u	-11%	u	-4%
Cc1ccc2cccc(OC(=O)/C=C\c3ccccc3)c2n1
 : 10%	-6%	-9%	17%	7%	x	11%	-3%
CCc1cccc(CC)c1NC(=O)c1cc(CN2C(=O)c3ccccc3C2=O)ccc1OC
 : 7%	-8%	-9%	-1%	-5%	2%	6%	4%
CCCCSCc1cc(C(=O)O)oc1C(C)(C)C
 : 7%	2%	-3%	-3%	1%	3%	-2%	0%
COCc1cc(C)nc(SCC(=O)c2ccc(O)c(O)c2)c1C#N
 : -3%	-3%	-6%	14µM*	28µM*	u	-9%	-13%
CCN(Cc1ccncc1)C(=S)Nc1ccccc1
 : 2%	-5%	0%	9%	-2%	-15%	-4%	-5%
Cc1c(C(=O)OC(C)C)[nH]c2c1C(=O)CCC2
 : 2%	-4%	-6%	2%	7%	-17%	0%	0%
COC(=O)CCC(=O)Oc1ccc(OC(=O)CCC(=O)OC)cc1
 : -11%	-4%	-6%	-8%	-4%	-32%	-14%	u
COc1ccc(CCn2c(N3CCOCC3)nc3c2c(=O)[nH]c(=O)n3C)cc1
 : 3%	-1%	7%	5%	4%	8%	6%	-1%
CCOc1ccccc1NC(=O)CN(C)S(=O)(=O)c1cnc[nH]1
 : -1%	-11%	-7%	-8%	9%	1%	0%	4%
Cc1cc(C)c2nc(NNC(=O)c3ccc(S(=O)(=O)N4CCCC(C)C4)cc3)sc2c1 (stereo not given)
 : -3%	-3%	6%	9%	u	-84%[inhibitor]	u	-13%
CCN(CC)CCNC(=O)COc1ccc(OC)cc1
 : 7%	12%	-4%	-2%[76.3 µM]	0%	2%	x	-4%
Cc1ccccc1NS(=O)(=O)c1ccc(C)c(C(N)=O)c1
 : 8%	-1%	-2%	11%	3%	-16%	-2%	9%
O=C(N=C1N=C2C=CC=CN2Cc2ccccc21)c1ccc(S(=O)(=O)N2CCOCC2)cc1
 : 9%	-5%	-18%	-11%	-19%	26%	-11%	-2%
CC(C)CN(CC(C)C)S(=O)(=O)N1CCC(C(=O)NCc2ccc(F)cc2)CC1
 : -19%	-1%	-9%	2%	4%	-20%	u	-2%
CCOC(=O)c1cnc(SCC(=O)c2ccc(C)cc2)nc1N
 : -5%	-1%	-12%	4%	1%	14%	-23%	1%
CCCN(CCC)C1CC(=O)N(Cc2ccccc2)C1=O (stereo not given)
 : -5%	4%	6%	-1%	-7%	-9%	u	11µM*
CCCC(=O)Nc1nc2ccc(NC(=O)c3cccnc3)cc2s1
 : 7%	4%	1%	2%	-1%	7%	-5%	0%
COC(=O)c1cc(NC(=O)C2C3C=CC(C3)C2C(=O)O)cc(C(=O)OC)c1 (stereo not given)
 : x	6%	3%	2%	u	x	-3%	-11%
Cc1ccc(C(=O)NCC(=O)NCC(=O)OCC(=O)c2cccs2)cc1
 : -1%	-29%	2%	7%	9%	16%	-1%	-2%
O=C(/C=C/Nc1ccccc1O)c1ccco1
 : 2%	-5%	-1%	16µM*	-20%	x	x	x
Cc1ccc(-c2cc(C(=O)N3CCc4ccccc4C3)no2)cc1
 : 10%	7%	4%	-11%	2%	4%	u	-7%
O=C(COc1ccccc1)N1CCN(C(=O)c2cccc(F)c2)CC1
 : -2%	8%	6%	-3%	9%	17%	3%	-11%
COc1ccc(S(=O)(=O)N2CCN(C(=O)COc3ccc4c(C)cc(=O)oc4c3)CC2)cc1
 : 5%	10%	-15%	-21%	u	x	u	u
Cc1ccc(-c2cc(C(F)(F)F)n3ncc(C(=O)O)c3n2)cc1
 : -1%	3%	2%	-6%	u	-11%	-9%	-12%
CNS(=O)(=O)c1cccc(C(=O)OCC(=O)Nc2ccc(Cl)cn2)c1
 : 9%	-2%	-4%	-9%	-4%	x	x	x
Cc1ccc2cccc(OCc3nnc(SCC(=O)O)n3C)c2n1
 : 7%	3%	5%	-2%	u	-9%	8%	-5%
NNC(=O)/C(=C\c1ccc(Br)cc1)NC(=O)c1cccs1
 : 4%	-16%	-13%	-21%	-1%	0%	14%	8%
O=C(NCCSCc1ccccc1)c1ccccc1
 : 1%	5%	-8%	-3%	-2%	u	3%	-7%
O=C(NCc1ccco1)C1CCN(c2ccc(N3CCOCC3)nn2)CC1
 : 5%	1%	-5%	18%	u	21%	u	u
CC1(C)CC(=O)C(C=NCCN2CCN(C(=O)CC3CCCC3)CC2)=C(O)C1
 : 1%	-1%	-13%	13%	-2%	-7%	-6%	u
O=C1NC(NS(=O)(=O)c2ccc(Cl)cc2)(C(F)(F)F)C(=O)N1c1ccccc1 (stereo not given)
 : -1%	-4%	-2%	-6%	-1%	-3%	0%	9%
C[C@@H]1CC=C[C@H]2[C@H]1C(=O)N(Cc1ccccc1)[C@H]2c1cccc([N+](=O)[O-])c1
 : 9%	10%	2%	-6%	6%	x	x	x
Cn1c(=N)n(CC(O)c2cccs2)c2ccccc21 (stereo not given)
 : -10%	-1%	3%	-10%	4%	x	2%	8%
COc1ccc(CCNc2oc(-c3ccc(C)cc3)nc2C#N)cc1OC
 : -4%	0%	-8%	-21%	u	-40%[inhibitor]	-6%	u
CN(CC(=O)NCc1cccs1)S(=O)(=O)c1cccc2cccnc12
 : 10%	0%	4%	10%	-6%	-10%	2%	-4%
C#Cc1cccc(NC(=O)c2ccc(Cl)cc2Cl)c1
 : 2%	6%	3%	-4%	-3%	x	-13%	1%

Remaining list, next part
Value order: GoLoco inh red	aGal spleen mod	GAA spleen mod	GAA glycogen	KDM4E inh	SMN2 splice up	GAA inhib	ALDH1A1 block
COc1ccc(N2C(=O)C(CC(=O)Nc3ccc(Cl)cc3)N(NC(=O)c3cccc(F)c3)C2=S)cc1 (stereo not given)
 : 2%	0%	-7%	4%	-1%	x	x	x
CCOC(=O)C1=C(C)OC(N)=C(C#N)C1C1CCCCC1 (stereo not given)
 : 5%	0%	-2%	-1%	-4%	6%	-1%	6%
N#Cc1ccccc1NC(=O)Nc1cccc(Cl)c1
 : -6%	0%	-1%	1%	u	-9%	u	u
COc1ccc(CNCCc2ccccc2)cc1OCC(N)=O
 : -5%	-3%	-14%	-3%	0%	-4%	0%	7%

Whole records as entered above. Values in the order: GoLoco inh red, aGal spleen mod, GAA spleen mod, GAA glycogen, KDM4E inh, SMN2 splice up, GAA inhib, ALDH1A1 block
Entry for Cn1c(=O)c2c(ncn2CC(=O)OCc2ccccc2)n(C)c1=O : 4%, 0%, 6%, -2%, 4%, -11%, 3%, 7%
Entry for O=C(CSc1nc2ccccc2c(=O)[nH]1)Nc1ccccc1N1CCOCC1 : -9%, 6%, 8%, -9%, 5%, x, -2%, 0%
Entry for CN(CC(=O)NCc1cccs1)S(=O)(=O)c1cccc2cccnc12 : 10%, 0%, 4%, 10%, -6%, -10%, 2%, -4%

Screening results deposited in PubChem BioAssay by National Center for Advancing Translational Sciences (NCATS).

These rows are one share of the data; the hit share may differ from the screen's.
